High-throughput results deposited in PubChem BioAssay by several laboratories.
SR-BI DiI-HDL act = activators of SR-BI mediated DiI-HDL uptake, primary screen, ldlA[mSR-BI] CHO cells, DiI fluorescence | hit rate 0.096% among 320,000 | activation, % at 12.5 µM | AID 504775, 2011 | 3 h; 100 = double the neutral-control signal;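 active = mean replicate activation of at least 60% and every replicate at or above 60%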;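 also: 0% = median plate neutral-control signal and 100% = twice that signal; values of inactives mirror those of a sister screen read the other way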
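System: CHO ldlA[mSR-BI] cells / Medium: HEPES-buffered (25 mM, pH 7.4) F12 plus 0.5% BSA / Probe or stimulus: labelled HDL, 10 µg/mL / Doses: single compound concentration, delivered by pin transfer / Schedule: 3 h, 37 °C / Measured by: DiI fluorescence, bottom read / Measure: cell-associated DiI fluorescence as measure of HDL uptake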
CDK5 inh = inhibitors of human CDK5/p35 kinase, primary screen, biochemical, single concentration; Cyclin-dependent kinase 5 (Homo sapiens) + Cyclin-dependent kinase 5 activator 1 (Homo …; Recombinant CDK5/p35, ADP-Glo luminescence, 60 min; inhibition, % at 10 µM; hit rate 0.01% among 330,000; AID 488839, 2010;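 active = highest replicate inhibition of at least 50% and at least 75% of replicates reaching 50%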;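 also: plate controls were DMSO neutral control for no effect and GW8510 at 10 µM for full effect; many of its hits are not listed in these tables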
SR-BI HDL uptake = inhibitors of SR-BI mediated HDL lipid uptake, primary screen, ldlA[mSR-BI] cells, fluorescence, single point; Scavenger receptor class B member 1 (Mus musculus), Q61009; ldlA[mSR-BI] CHO cells, DiI-HDL uptake fluorescence, 3 h; inhibition, % at 12.5 µM; hit rate 0.96% among 320,000;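 active = mean replicate inhibition of at least 70% and a set share of replicates each scoring 70 or more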;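 also: 0% = median of neutral control wells and 100% = median of positive control wells; values of inactives mirror those of a sister screen read the other way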
dFosB act = activators of delta FosB homodimer, primary screen, biochemical, fluorescence polarization, TAMRA-CDK5 oligo, single point; AID 493131, 2011; purified delta FosB; percent of positive-control signal above neutral wells; activation, % at 25 µM; hit rate 0.99% among 340,000;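 active = mean activation above about 17%, with every replicate also reaching it, limit read from the data, passing the limit was not always enough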;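 also: fluorescence polarization rise as delta FosB binds a TAMRA Cdk5 AP-1 oligo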
PKA-R2B act = activators of PKA-R2B holoenzyme, primary screen, biochemical, fluorescence polarization, Cy5-IP20, human; PKA-R2B holoenzyme dissociation; R2B truncated from residue 108, S112A mutant; 0% DMSO only, 100% 113 µM cGMP; activation, % at 11.4 µM; hit rate 0.079% among 340,000; AID 504700, 2011;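 active = activation above a cutoff set at the mean over all compounds plus 3 SD, cut at about 18% in these data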;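 also: higher means more holoenzyme dissociation and a rise in polarization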
PKA-R1A act = activators of PKA-R1A holoenzyme, primary screen, biochemical, fluorescence polarization, Cy5-IP20, bovine R1A, mouse PKAc | cAMP-dependent protein kinase type I-alpha regulatory subunit (Bos taurus) + … | PKA-R1A dissociation; scaled: DMSO 0%, 113 µM cGMP 100% | activation, % at 11.4 µM | hit rate 0.083% among 340,000;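 active = percent activation above the mean of all tested compounds plus 3 SD, cut at about 19% in these data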;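 also: higher means more PKAc released from R1A so a rise in polarization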
MITF TRPM1 HTS = activators of MITF-driven TRPM1 promoter reporter, primary screen, cell-based, SK-MEL-5, luciferase, single point; hit rate 0.75% among 300,000; activation, % at 12.5 µM; SK-MEL-5 TRPM1-promoter luciferase, 24 h; % of positive control, neutral wells = 0;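 active = mean activation of at least 80% with every replicate also reaching 80%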;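 also: 0% = neutral control wells and 100% = parthenolide positive control wells; values of inactives mirror those of a sister screen read the other way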
Mot1-301 SUMO = yeast Mot1-301 growth rescue at high temperature, primary screen, SUMOylation pathway inhibitor project, S. cerevisiae, ATP luminescence, 38.5C; S. cerevisiae Mot1-301 growth rescue; percent above DMSO median, 100 means doubled; growth rescue, % at 18.8 µM; hit rate 1% among 320,000; AID 2716, 2010;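 active = every valid replicate shows activation above 250% relative to neutral control wells; inactive = the rest, any valid replicate at or below 250%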;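 also: OY570 slx delta 5 strain wells were the positive control but not used for scaling; some compounds called inactive have numbers as strong as hits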
DSG3 Ab inh = inhibitors of pemphigus antibody binding to DSG3, primary screen, biochemical, bead-based, flow cytometry, scFv-GFP. AID 588358, 2011. hit rate 0.48% among 310,000. binding (percent of control), % at 10 µM. Desmoglein-3 (Homo sapiens), P32926. DSG3-coupled beads, scFv-anti-DSG3-GFP binding; stronger effect = lower value;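 active = binding more than 3 SD below its plate's average and above zero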; also: some compounds called inactive have numbers as strong as hits
Arrestin-AP2 inh = inhibitors of beta-arrestin/AP2 binding, primary screen, biochemical, GPCR trafficking, flow cytometry | FITC-arrestin peptide / GST-AP2 beads; AP2 beta2 appendage carries R879A mutation | beta-arrestin 1 C-terminal peptide binding to AP2 beta2-adaptin appendage (human) | AID 504490, 2011 | inhibition, % at 10 µM | hit rate 0.31% among 340,000;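 active = inhibition above a set limit, near 3 SD of compounds lacking own fluorescence, cut at about 54% in these data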;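 also: plate controls were DMSO wells for no effect and 5 µM unlabelled arrestin peptide for full effect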
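Measured by: flow cytometry, FL1 (488/535 nm); Material: AP2 appendage R879A on GSH beads; Evaluation: percent response; Timing: pre-incubation 12 min, peptide binding 1 h, room temperature; Also added: 50 nM FITC-arrestin peptide; Medium: PBS with 0.05% Tween 20 and 0.1% BSA.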
NSD2 HMT inh = NSD2 histone methyltransferase inhibitors, primary screen, biochemical, AlphaScreen, single concentration, set 2. NSD2 peptide methylation, 120 min. inhibition, % at 12.5 µM. Histone-lysine N-methyltransferase NSD2 (Homo sapiens), O96028. hit rate 0.54% among 310,000. AID 743445, 2014; in the data active = inhibition above about 50%
Target sequence (O96028 whole entry, looked up): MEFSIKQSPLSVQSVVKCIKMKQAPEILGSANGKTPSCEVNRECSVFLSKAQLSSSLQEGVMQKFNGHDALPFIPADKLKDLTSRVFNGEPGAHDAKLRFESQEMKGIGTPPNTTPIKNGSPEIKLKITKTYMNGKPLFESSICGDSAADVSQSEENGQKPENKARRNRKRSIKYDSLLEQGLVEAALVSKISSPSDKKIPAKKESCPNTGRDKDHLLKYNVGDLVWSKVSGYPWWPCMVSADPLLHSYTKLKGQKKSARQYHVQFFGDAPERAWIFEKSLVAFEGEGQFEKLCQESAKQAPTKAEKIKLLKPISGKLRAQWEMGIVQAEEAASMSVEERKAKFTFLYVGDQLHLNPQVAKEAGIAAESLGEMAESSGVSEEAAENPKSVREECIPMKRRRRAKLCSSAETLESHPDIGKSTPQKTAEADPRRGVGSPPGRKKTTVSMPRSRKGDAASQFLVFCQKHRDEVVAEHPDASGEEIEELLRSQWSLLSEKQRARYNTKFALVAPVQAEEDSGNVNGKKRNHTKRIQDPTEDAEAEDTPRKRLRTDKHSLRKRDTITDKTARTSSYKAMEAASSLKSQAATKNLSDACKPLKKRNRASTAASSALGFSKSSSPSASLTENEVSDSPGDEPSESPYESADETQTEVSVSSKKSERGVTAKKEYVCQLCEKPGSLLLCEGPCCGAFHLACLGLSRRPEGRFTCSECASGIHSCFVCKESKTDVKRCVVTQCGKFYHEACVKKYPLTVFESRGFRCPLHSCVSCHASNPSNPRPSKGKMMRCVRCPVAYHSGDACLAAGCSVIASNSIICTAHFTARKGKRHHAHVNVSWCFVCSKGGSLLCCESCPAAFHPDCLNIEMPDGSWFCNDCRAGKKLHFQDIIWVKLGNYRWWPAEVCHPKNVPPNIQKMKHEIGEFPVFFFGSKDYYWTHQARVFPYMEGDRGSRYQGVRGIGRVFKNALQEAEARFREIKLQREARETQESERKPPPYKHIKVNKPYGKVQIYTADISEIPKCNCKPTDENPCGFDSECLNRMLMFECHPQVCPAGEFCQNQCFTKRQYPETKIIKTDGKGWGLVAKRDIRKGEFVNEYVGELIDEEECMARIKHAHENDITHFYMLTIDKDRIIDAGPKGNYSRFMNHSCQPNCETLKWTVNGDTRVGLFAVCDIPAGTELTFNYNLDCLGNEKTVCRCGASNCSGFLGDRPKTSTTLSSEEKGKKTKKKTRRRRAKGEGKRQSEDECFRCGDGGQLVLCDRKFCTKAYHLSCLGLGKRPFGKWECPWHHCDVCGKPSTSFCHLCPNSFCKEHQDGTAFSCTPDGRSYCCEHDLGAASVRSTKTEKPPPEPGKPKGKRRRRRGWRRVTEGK
An asterisk follows results filed as active. Hits appear at their usual frequency; 4.7% or so of the library scored in one or more.

COc1cccc(NC(=O)CCN2CCN(C)CC2)c1 was read as SR-BI DiI-HDL act 29.3, CDK5 inh 2.4, SR-BI HDL uptake -29.3, dFosB act 0.3, PKA-R2B act -0.7, PKA-R1A act -13.7, MITF TRPM1 HTS -5.0, Mot1-301 SUMO -9.3, DSG3 Ab inh 105.0, Arrestin-AP2 inh -10.8 and NSD2 HMT inh -1.5.
`COC(=O)c1cc2n(n1)CCN(Cc1ccccc1F)C2=O` gave SR-BI DiI-HDL act 43.0, CDK5 inh -0.8, SR-BI HDL uptake -43.0, dFosB act 7.7, PKA-R2B act -12.8, PKA-R1A act -4.9, MITF TRPM1 HTS -4.8, Mot1-301 SUMO 15.4, DSG3 Ab inh 108.5, Arrestin-AP2 inh -6.3 and NSD2 HMT inh -0.2.
CCNc1sc(C(=O)c2cccs2)c(N)c1-c1nc2ccccc2s1 was read as SR-BI DiI-HDL act -97.5, CDK5 inh 0.1, SR-BI HDL uptake 97.5*, dFosB act -16.1, PKA-R2B act -8.9, PKA-R1A act -7.2, MITF TRPM1 HTS 0.8, Mot1-301 SUMO -8.9, DSG3 Ab inh 96.4, Arrestin-AP2 inh 2.1 and NSD2 HMT inh -4.2.
`COc1ccc(Br)cc1/C=N/NC(=O)c1ccc(OC)c(OC)c1` gave SR-BI DiI-HDL act -92.4, CDK5 inh 1.0, SR-BI HDL uptake 92.4*, dFosB act -24.7, PKA-R2B act -5.5, PKA-R1A act -5.3, MITF TRPM1 HTS 10.8, Mot1-301 SUMO 2.0, DSG3 Ab inh 120.9, Arrestin-AP2 inh 11.3 and NSD2 HMT inh -9.8.
`O=C(COC(=O)CCSc1ccccc1)NCc1ccccc1` gave SR-BI DiI-HDL act -9.5, CDK5 inh 0.0, SR-BI HDL uptake 9.5, dFosB act -5.0, PKA-R2B act -7.7, PKA-R1A act -9.5, MITF TRPM1 HTS -3.4, Mot1-301 SUMO 3.6, DSG3 Ab inh 110.0, Arrestin-AP2 inh -1.9 and NSD2 HMT inh -1.4.
`O=c1c2ccccc2[nH]c(=S)n1Cc1cccnc1` gave SR-BI DiI-HDL act 16.6, CDK5 inh 2.6, SR-BI HDL uptake -16.6, dFosB act 1.0, PKA-R2B act 2.7, PKA-R1A act 1.3, MITF TRPM1 HTS 6.8, Mot1-301 SUMO 2.2, DSG3 Ab inh 126.9, Arrestin-AP2 inh -18.2 and NSD2 HMT inh 6.4.
Screening Cn1cc2ccc(N)cc2n1 returned SR-BI DiI-HDL act 27.1, CDK5 inh 1.7, SR-BI HDL uptake -27.1, dFosB act 0.9, PKA-R2B act -3.1, PKA-R1A act -1.1, MITF TRPM1 HTS -12.0, DSG3 Ab inh 115.8, Arrestin-AP2 inh -0.1 and NSD2 HMT inh 87.5*.
CCCCC(=O)NNC(=O)N1c2ccccc2Sc2ccccc21 was read as SR-BI DiI-HDL act -21.0, CDK5 inh -1.1, SR-BI HDL uptake 21.0, dFosB act 5.2, PKA-R2B act -1.4, PKA-R1A act -0.1, MITF TRPM1 HTS 0.5, Mot1-301 SUMO -25.3, DSG3 Ab inh 100.4, Arrestin-AP2 inh 2.1 and NSD2 HMT inh -1.3.
Screening COc1cccc(NC(=O)CCN2C(=O)c3ccccc3Sc3ncccc32)c1 returned SR-BI DiI-HDL act -9.4, CDK5 inh 0.4, SR-BI HDL uptake 9.4, dFosB act -14.7, PKA-R2B act -6.4, PKA-R1A act 3.9, MITF TRPM1 HTS -4.8, Mot1-301 SUMO 13.3, DSG3 Ab inh 106.6, Arrestin-AP2 inh 3.0 and NSD2 HMT inh 0.7.
For CCOC(=O)C1CCN(C(=O)c2ccccc2NC(=O)c2ccc(Br)cc2)CC1 the results were SR-BI DiI-HDL act 26.5, CDK5 inh 0.4, SR-BI HDL uptake -26.5, dFosB act -5.4, PKA-R2B act 6.7, PKA-R1A act -0.6, MITF TRPM1 HTS 0.1, Mot1-301 SUMO 8.1, DSG3 Ab inh 104.4, Arrestin-AP2 inh 2.9 and NSD2 HMT inh -0.5.
O=C(NC(O)C(=O)c1ccccc1)c1cccs1 (configuration not stated) was read as SR-BI DiI-HDL act 2.4, CDK5 inh 1.8, SR-BI HDL uptake -2.4, dFosB act -3.6, PKA-R2B act 2.0, PKA-R1A act 15.7, MITF TRPM1 HTS -8.6, Mot1-301 SUMO 433.0, DSG3 Ab inh 104.5 and Arrestin-AP2 inh -0.7.
Screening Cc1ccc(Sc2c(C)[nH]n(C(C)(C)C)c2=O)cc1 returned SR-BI DiI-HDL act 17.7, CDK5 inh 1.6, SR-BI HDL uptake -17.7, dFosB act -4.9, PKA-R2B act 5.4, PKA-R1A act 3.0, MITF TRPM1 HTS -10.1, Mot1-301 SUMO 6.6, DSG3 Ab inh 97.0, Arrestin-AP2 inh 38.4 and NSD2 HMT inh -1.6.
O=C(O)C1=CC[C@@H](c2ccc(Cl)cc2)N(S(=O)(=O)c2ccc(Cl)cc2)[C@H]1c1ccc(F)cc1 was read as SR-BI DiI-HDL act 16.1, CDK5 inh -2.6, SR-BI HDL uptake -16.1, dFosB act -1.3, PKA-R2B act 1.5, PKA-R1A act 2.8, MITF TRPM1 HTS -8.2, Mot1-301 SUMO 2.8, DSG3 Ab inh 102.9 and Arrestin-AP2 inh -0.7.
`Cc1ccc(NC2c3ncccc3C(=O)N2Cc2ccco2)c(C)c1` (configuration not stated) gave SR-BI DiI-HDL act -2.9, CDK5 inh -6.6, SR-BI HDL uptake 2.9, dFosB act -5.0, PKA-R2B act 2.7, PKA-R1A act -0.7, MITF TRPM1 HTS 6.8, Mot1-301 SUMO -4.5, DSG3 Ab inh 107.0, Arrestin-AP2 inh 7.8 and NSD2 HMT inh 1.2.
Screening CCOC(=O)c1cc2c(=O)n3ccccc3nc2n(C(C)C)c1=NC(=O)c1c(-c2ccccc2Cl)noc1C returned SR-BI DiI-HDL act 11.7, CDK5 inh 0.2, SR-BI HDL uptake -11.7, dFosB act -17.6, PKA-R2B act -6.9, PKA-R1A act -12.4, MITF TRPM1 HTS -10.6, Mot1-301 SUMO 0.3, DSG3 Ab inh 106.5, Arrestin-AP2 inh 39.8 and NSD2 HMT inh -10.6.
Screening O=C(c1cc2nc(-c3ccc(Cl)cc3)cc(C(F)(F)F)n2n1)N1CCOCC1 returned SR-BI DiI-HDL act -51.1, CDK5 inh -1.3, SR-BI HDL uptake 51.1, dFosB act -4.1, PKA-R2B act 3.0, PKA-R1A act -2.9, MITF TRPM1 HTS 6.3, Mot1-301 SUMO -9.7, DSG3 Ab inh 105.6, Arrestin-AP2 inh -8.2 and NSD2 HMT inh -1.6.
COc1cc2c(cc1OC)CN(c1nc(-c3cccnc3)nc3ccccc13)CC2 was read as SR-BI DiI-HDL act -31.3, CDK5 inh 0.1, SR-BI HDL uptake 31.3, dFosB act 33.5*, PKA-R2B act -11.1, PKA-R1A act 2.5, MITF TRPM1 HTS 2.1, Mot1-301 SUMO 16.9, DSG3 Ab inh 107.0, Arrestin-AP2 inh -0.5 and NSD2 HMT inh 7.0.
Screening CCc1noc(C)c1C(=O)Nc1nc2ccc(OC)cc2s1 returned SR-BI DiI-HDL act -45.0, CDK5 inh -0.9, SR-BI HDL uptake 45.0, dFosB act -2.1, PKA-R2B act 6.8, PKA-R1A act -2.0, MITF TRPM1 HTS 31.2, Mot1-301 SUMO 14.2, DSG3 Ab inh 92.3, Arrestin-AP2 inh 20.1 and NSD2 HMT inh -1.6.
Screening CCCCCOc1ccc(C(=O)OCC(=O)Nc2cc(C)c(C)cc2[N+](=O)[O-])cc1 returned SR-BI DiI-HDL act 23.9, CDK5 inh -1.1, SR-BI HDL uptake -23.9, dFosB act -7.3, PKA-R2B act 6.2, PKA-R1A act 2.7, MITF TRPM1 HTS 4.3, Mot1-301 SUMO 13.0, DSG3 Ab inh 86.9, Arrestin-AP2 inh 40.9 and NSD2 HMT inh 0.3.
For O=C(NCc1ccc(F)cc1)c1cc2ccccn2n1 the results were SR-BI DiI-HDL act -0.2, CDK5 inh -0.6, SR-BI HDL uptake 0.2, dFosB act 2.4, PKA-R2B act -15.6, PKA-R1A act -3.1, Mot1-301 SUMO -2.7, DSG3 Ab inh 97.9 and Arrestin-AP2 inh -4.5.
`CC1=C(c2ccccc2)[N+](=O)C2(CCCC2)N1[O-]` gave SR-BI DiI-HDL act 13.0, CDK5 inh 1.4, SR-BI HDL uptake -13.0, dFosB act 0.2, PKA-R2B act -2.2, PKA-R1A act -5.1, MITF TRPM1 HTS -0.1, Mot1-301 SUMO 143.2, DSG3 Ab inh 100.8, Arrestin-AP2 inh 24.3 and NSD2 HMT inh -3.9.
C[C@@]12C(=O)OC(=O)[C@]1(C)C1CCC2O1 was read as SR-BI DiI-HDL act -88.9, CDK5 inh 0.4, SR-BI HDL uptake 88.9*, dFosB act 7.0, PKA-R2B act 6.2, PKA-R1A act -10.2, MITF TRPM1 HTS -79.1, Mot1-301 SUMO 12.5, DSG3 Ab inh 100.3 and Arrestin-AP2 inh 3.4.
`COc1ccccc1C(=O)Nc1ccc2nc(SCC(=O)N(C)C)sc2c1` gave SR-BI DiI-HDL act -13.4, CDK5 inh 1.3, SR-BI HDL uptake 13.4, dFosB act 3.8, PKA-R2B act -5.0, PKA-R1A act 0.2, MITF TRPM1 HTS 13.2, Mot1-301 SUMO 17.3, Arrestin-AP2 inh 1.3 and NSD2 HMT inh -0.4.
